Screening results as filed in PubChem.
BoNT-F LC inh: inhibitors of Botulinum neurotoxin F light chain protease | 360,000 tested, 0.22% active | AID 588497 | inhibition, % at 10 µM | Multiplex microsphere protease cleavage assay, flow cytometry; in the data active means inhibition above about 35%, passing the limit was not always enough; inconclusive means no clear call, values can overlap the other calls; further: plate controls were buffer without enzyme for full effect and enzyme alone for no effect
CCHF vOTU inh: CCHFV vOTU protease inhibition. 370,000 tested, 0.55% active. inhibition, % at 11.5 µM. Pep-AMC fluorescence; in the data active means inhibition above about 30%; further: 0% = vehicle wells with enzyme and 100% = no enzyme wells
MazEF act: activators of E. coli MazEF toxin-antitoxin RNase; P0AE70; FAM/BHQ RNA-DNA oligo cleavage fluorescence, 5 h; activation, % at 20 µM; 350,000 tested, 0.32% active; in the data active means activation above about 50%
Target sequence (P0AE70 whole entry, looked up): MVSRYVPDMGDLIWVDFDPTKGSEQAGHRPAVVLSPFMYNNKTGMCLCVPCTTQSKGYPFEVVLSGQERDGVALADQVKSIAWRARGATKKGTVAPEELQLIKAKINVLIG
DUSP3 inh: inhibitors of human VHR1 phosphatase (DUSP3) | P51452 | 290,000 tested, 0.52% active | inhibition, % at 13.3 µM | AID 1654 | recombinant VHR phosphatase, pNPP absorbance; in the data active means inhibition above about 50%; further: some compounds called inactive have numbers as strong as hits
Target sequence (P51452 whole entry, looked up): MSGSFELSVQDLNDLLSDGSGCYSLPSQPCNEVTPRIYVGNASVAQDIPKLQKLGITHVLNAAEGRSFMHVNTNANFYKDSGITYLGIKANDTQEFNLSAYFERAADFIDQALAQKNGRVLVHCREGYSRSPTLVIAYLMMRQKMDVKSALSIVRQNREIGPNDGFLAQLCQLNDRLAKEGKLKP
Rv3671c inh: inhibitors of M. tuberculosis serine protease Rv3671c; 320,000 tested, 0.048% active; inhibition, % at 5.96 µM; AID 2606; P9WHR9; in the data active means inhibition above about 38%;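 further: extracellular domain of Rv3671c used as enzyme; 0% = enzyme with DMSO and 100% = no enzyme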
Target sequence (P9WHR9 whole entry, looked up, the tested form may be a part): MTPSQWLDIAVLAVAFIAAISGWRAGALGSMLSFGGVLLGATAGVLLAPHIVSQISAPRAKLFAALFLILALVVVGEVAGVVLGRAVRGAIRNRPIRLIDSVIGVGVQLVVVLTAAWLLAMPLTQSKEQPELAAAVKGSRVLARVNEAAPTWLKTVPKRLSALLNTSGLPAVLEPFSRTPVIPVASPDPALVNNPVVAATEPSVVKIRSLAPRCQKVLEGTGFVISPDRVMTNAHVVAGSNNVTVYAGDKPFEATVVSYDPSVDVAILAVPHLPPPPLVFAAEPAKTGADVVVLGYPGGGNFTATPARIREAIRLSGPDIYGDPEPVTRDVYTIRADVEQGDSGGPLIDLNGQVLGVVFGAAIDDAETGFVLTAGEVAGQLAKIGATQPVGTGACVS
BoNT-A LC inh2: BoNT A light chain protease inhibition | multiplex microsphere protease substrate cleavage, flow cytometry | inhibition, % at 10 µM | 360,000 tested, 0.17% active | AID 588499; further: plate controls were buffer without enzyme for full effect and enzyme alone for no effect
Anthrax LF prot: blocks Bacillus anthracis lethal factor protease | P15917 | 360,000 tested, 0.12% active | multiplex microsphere protease cleavage assay, LF | inhibition, % at 10 µM; further: plate controls were buffer without enzyme for full effect and enzyme alone for no effect
3CLpro inhibitor: SARS-CoV 3CLpro protease inhibition; P0C6X7; recombinant SARS-CoV 3CLpro, quenched FRET peptide cleavage; inhibition, % at 6 µM; 290,000 tested, 0.14% active; AID 1706; in the data active means inhibition above about 12%
SSB-PriA inh: blocks PriA binding to SSB C-terminal tail; AlphaScreen SSBct-PriA binding, biotinylated peptide; inhibition, % at 33 µM; 430,000 tested, 0.6% active; in the data active means inhibition mostly above about 37%, no sharp cut-off; inactive means mostly below about 20%;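 further: plate controls were negative control peptide for no effect and reference peptide for full effect; strong numbers were not always called active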
PrPC TRFRET: inhibitors of human cell surface prion protein PrPC; P04156; TR-FRET read-out; inhibition, % at 13.8 µM; 370,000 tested, 0.43% active; in the data active means inhibition above about 24%; further: 0% = median of the test wells and 100% = reference compound wells
* = called active by the depositor; ? = inconclusive; nt = not tested or not shown. Unless noted, no stated cut-off is given here; in the data, active means inhibition above about 30%; inconclusive means no clear call, values can overlap the other calls; inactive means below that. The list is partial, so the mix of outcomes need not match the whole.

1) O=C(Nc1cc(SCCO)cc([N+](=O)[O-])c1)c1ccc(Br)o1
2) CCOc1ccccc1N(CC(=O)N1CCOCC1)S(=O)(=O)c1ccccc1
3) Cc1csc(NC(=O)c2ccc(S(C)(=O)=O)cc2)n1
4) CCOC(=O)CSc1nnc(CNC(=O)c2ccco2)n1-c1ccc(F)cc1
5) CCOC(=O)C1(C)CCCN(C(=O)c2c(F)ccc(C)c2F)C1 (centres undefined)
6) COc1cccc(CC(NC(C)=O)C(=O)NC2CCN(c3nnnn3-c3ccccc3)CC2)c1OC (centres undefined)

Assay by compound | 1 | 2 | 3 | 4 | 5 | 6
MazEF act | -1.7 | -1.3 | 3.9 | 6.7 | nt | 2.5
Anthrax LF prot | -1.4 | 1.9 | -2.1 | -6.1 | -5.0 | -1.9
PrPC TRFRET | -8.8 | -3.8 | -0.1 | -2.5 | -11.7 | 4.9
BoNT-F LC inh | -2.7 | -4.0 | -0.6 | -2.3 | -3.1 | -4.2
BoNT-A LC inh2 | 0.2 | 1.0 | -0.1 | -0.5 | -0.3 | -0.3
SSB-PriA inh | 5.9 | -8.4 | 1.9 | -1.9 | nt | 1.5
CCHF vOTU inh | -7.8 | -0.7 | 19.1 | -6.8 | 8.9 | -7.2
Rv3671c inh | -16.3 | -2.1 | -2.4 | -2.5 | nt | -4.3
DUSP3 inh | -14.8 | 7.2 | -0.6 | 15.1 | nt | 9.1
3CLpro inhibitor | 4.6 | -0.3 | 2.1 | 1.9 | nt | 1.1

7) CCOC(=O)C1(CCc2ccccc2)CCN(C2CCSCC2)CC1
8) CC(C)C(=O)Nc1ccc(C(=O)Nc2ccc(S(=O)(=O)N3CCOCC3)cc2)cc1
9) Cc1cc(C2C(=O)CC(=O)CC2c2ccccc2)on1 (centres undefined)
10) COc1cccc(C(O)c2ncc(-c3cccc(C(F)(F)F)c3)[nH]2)c1 (centres undefined)
11) OCCC1CN(C/C(Cl)=C/c2ccccc2)CCN1C1CCCC1 (centres undefined)
12) CC(Sc1ccc(Cl)cc1)C(=O)NNC(=O)c1csc(N2CCOCC2)n1 (centres undefined)

Assay by compound | 7 | 8 | 9 | 10 | 11 | 12
MazEF act | -4.0 | 5.9 | -1.7 | nt | 4.1 | 4.7
Anthrax LF prot | -0.3 | 15.6 | 3.4 | 1.1 | 1.7 | -1.0
PrPC TRFRET | -0.1 | nt | -2.4 | -5.1 | -0.4 | 3.1
BoNT-F LC inh | -1.9 | ? | 8.5 | -10.3 | -5.5 | -3.2
BoNT-A LC inh2 | -1.0 | 5.2 | 0.4 | 0.2 | 0.4 | 0.1
SSB-PriA inh | 0.5 | -12.2 | 5.4 | nt | -4.3 | 2.8
CCHF vOTU inh | 9.6 | nt | 1.5 | 8.0 | -4.1 | -1.8
Rv3671c inh | 1.5 | 3.1 | 1.6 | nt | 1.8 | 4.0
DUSP3 inh | 10.3 | 26.1 | 4.5 | nt | -0.9 | 14.5
3CLpro inhibitor | 4.3 | -5.3 | 3.5 | nt | 3.4 | 2.9

13) CC1=C(CC(=O)c2ccc(Cl)cc2)C(=O)c2ccccc2C1=O
14) COc1cccc(-n2c(=O)c3sccc3n(CC(=O)NC3CCCC3)c2=O)c1
15) CCCc1nc2c3ccccc3ccn2c1Cc1cccc(F)c1
16) S=C(Nc1ccc2c(c1)OCO2)Nc1ccccc1Cl
17) COc1ccc(CNC(=O)COc2ccc(S(=O)(=O)N3CCOCC3)cc2C)cc1
18) COc1ccc(NC(=O)CC2C(=O)N(c3ccccc3)C(=O)N2CCc2cccs2)cc1 (centres undefined)

Assay by compound | 13 | 14 | 15 | 16 | 17 | 18
MazEF act | 2.3 | 7.1 | nt | 0.3 | -24.5 | -10.7
Anthrax LF prot | -14.9 | 0.6 | 6.0 | 10.6 | -0.5 | -3.7
PrPC TRFRET | 1.4 | -4.0 | 12.9 | 8.6 | 5.8 | -2.8
BoNT-F LC inh | -1.2 | 16.9 | -0.4 | -0.7 | 0.1 | -0.6
BoNT-A LC inh2 | -0.1 | -1.2 | 0.8 | -0.7 | -0.1 | -0.8
SSB-PriA inh | 14.0 | 10.3 | nt | 5.2 | -10.7 | 1.5
CCHF vOTU inh | 8.7 | 4.5 | 19.8 | 4.4 | 11.2 | -4.4
Rv3671c inh | -37.7 | -5.2 | nt | 4.2 | 0.9 | -11.2
DUSP3 inh | 1.8 | 3.5 | nt | 13.3 | 5.8 | -5.3
3CLpro inhibitor | 0.2 | -0.9 | nt | 0.0 | -2.6 | 2.2

Limited to BoNT-F LC inh and PrPC TRFRET (7 entries from above):
entry | Molecule | BoNT-F LC inh | PrPC TRFRET
1 | O=C(Nc1cc(SCCO)cc([N+](=O)[O-])c1)c1ccc(Br)o1 | -2.7 | -8.8
2 | CCOc1ccccc1N(CC(=O)N1CCOCC1)S(=O)(=O)c1ccccc1 | -4.0 | -3.8
3 | Cc1csc(NC(=O)c2ccc(S(C)(=O)=O)cc2)n1 | -0.6 | -0.1
4 | CCOC(=O)CSc1nnc(CNC(=O)c2ccco2)n1-c1ccc(F)cc1 | -2.3 | -2.5
5 | CCOC(=O)C1(C)CCCN(C(=O)c2c(F)ccc(C)c2F)C1 (centres undefined) | -3.1 | -11.7
6 | COc1cccc(CC(NC(C)=O)C(=O)NC2CCN(c3nnnn3-c3ccccc3)CC2)c1OC (centres undefined) | -4.2 | 4.9
7 | CCOC(=O)C1(CCc2ccccc2)CCN(C2CCSCC2)CC1 | -1.9 | -0.1

(list continues)
19) CC1(C(=O)Nc2cccc(NS(C)(=O)=O)c2)Cc2c(-c3ccc(C(N)=O)cc3)ccnc2O1 (centres undefined)
20) O=C(CSc1nnc(NC2CCCCC2)s1)NC1CCS(=O)(=O)C1 (centres undefined)
21) CN(C)CCOC(=O)C12CC3CC(CC(C3)C1)C2
22) Cc1cc(=O)cc(C)n1-c1ccccc1N
23) O=C1C(Cl)=C(Nc2ccccc2O)C(=O)N1CCc1ccccc1
24) O=C1/C(=C\c2cccs2)N=C(c2cccs2)N1Nc1ccccc1

Assay by compound | 19 | 20 | 21 | 22 | 23 | 24
MazEF act | nt | 0.8 | 2.6 | -18.4 | -8.0 | -11.3
Anthrax LF prot | -6.4 | ? | 1.0 | 5.2 | -0.8 | 50.1*
PrPC TRFRET | -3.9 | -6.5 | 2.4 | -0.8 | -6.6 | 10.6
BoNT-F LC inh | -8.4 | 1.8 | -0.4 | 13.1 | 1.7 | 39.9*
BoNT-A LC inh2 | -0.9 | -0.8 | 0.6 | -1.5 | 2.0 | 68.5*
SSB-PriA inh | nt | -0.3 | -12.6 | -9.3 | 18.5 | 0.5
CCHF vOTU inh | 24.8 | -7.4 | 4.8 | -7.8 | 12.1 | -5.9
Rv3671c inh | nt | 3.7 | 1.2 | -7.3 | 12.5 | -3.6
DUSP3 inh | nt | 11.7 | 35.2 | 0.1 | 1.9 | 28.6
3CLpro inhibitor | nt | 4.0 | 5.9 | -1.1 | -4.8 | 8.6

Arranged by number of heavy atoms (rising): part of the list above.
22) Cc1cc(=O)cc(C)n1-c1ccccc1N
21) CN(C)CCOC(=O)C12CC3CC(CC(C3)C1)C2
24) O=C1/C(=C\c2cccs2)N=C(c2cccs2)N1Nc1ccccc1

Assay by compound | 22 | 21 | 24
MazEF act | -18.4 | 2.6 | -11.3
Anthrax LF prot | 5.2 | 1.0 | 50.1*
PrPC TRFRET | -0.8 | 2.4 | 10.6
BoNT-F LC inh | 13.1 | -0.4 | 39.9*
BoNT-A LC inh2 | -1.5 | 0.6 | 68.5*
SSB-PriA inh | -9.3 | -12.6 | 0.5
CCHF vOTU inh | -7.8 | 4.8 | -5.9
Rv3671c inh | -7.3 | 1.2 | -3.6
DUSP3 inh | 0.1 | 35.2 | 28.6
3CLpro inhibitor | -1.1 | 5.9 | 8.6

The list continues.
25) COC1(OC)C(/C=C/c2ccc(C)cc2)C(C#N)(C#N)C1(OC)OC (centres undefined)
26) CC1Cc2nc(SCC(=O)Nc3nccs3)n(Cc3ccccc3)c(=O)c2S1 (centres undefined)
27) Cc1cccc(Oc2ccc(NS(=O)(=O)c3ccc(C)c(C(=O)O)c3)cc2)c1
28) CC(=O)N1Cc2ccccc2C(C)CC12CCCC2 (centres undefined)

Assay by compound | 25 | 26 | 27 | 28
MazEF act | -9.0 | 4.5 | -1.5 | 1.2
Anthrax LF prot | -11.5 | -2.5 | -9.7 | -4.7
PrPC TRFRET | -2.0 | 1.8 | -5.6 | 10.9
BoNT-F LC inh | -4.3 | 2.5 | -68.9 | -3.1
BoNT-A LC inh2 | -1.0 | -0.4 | -46.8 | -0.7
SSB-PriA inh | nt | -29.0 | -5.8 | -19.8
CCHF vOTU inh | -10.9 | -2.4 | -2.0 | 10.2
Rv3671c inh | -12.5 | 12.3 | 5.9 | -1.6
DUSP3 inh | nt | 17.8 | nt | -4.6
3CLpro inhibitor | 2.2 | -3.4 | nt | -2.4
